ASAP1 inh: inhibitors of human ASAP1 ArfGAP activity, primary screen, biochemical, fluorescence polarization | 360,000 tested, 0.19% active | Arf-GAP with SH3 domain, ANK repeat and PH domain-containing protein 1 (Homo sapiens), … | ASAP1-stimulated ARF1 GTP hydrolysis, GDP FP detection | inhibition, % at 16.5 µM; in the data active = inhibition above about 25%;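 note: 0% = vehicle with enzyme and substrate and 100% = no enzyme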
Target sequence (Q9ULH1 325-724 limits assumed): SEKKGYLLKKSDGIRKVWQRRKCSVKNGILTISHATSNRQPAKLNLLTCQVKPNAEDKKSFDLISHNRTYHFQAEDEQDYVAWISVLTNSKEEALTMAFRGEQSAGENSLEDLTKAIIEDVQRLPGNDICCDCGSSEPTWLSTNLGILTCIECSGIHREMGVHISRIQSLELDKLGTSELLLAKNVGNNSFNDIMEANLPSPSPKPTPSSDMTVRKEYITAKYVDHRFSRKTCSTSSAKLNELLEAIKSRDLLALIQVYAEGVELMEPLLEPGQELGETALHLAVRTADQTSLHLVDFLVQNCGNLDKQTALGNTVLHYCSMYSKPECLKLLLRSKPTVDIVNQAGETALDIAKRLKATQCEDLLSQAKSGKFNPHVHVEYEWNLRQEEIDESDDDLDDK
PLC-beta3 inh: human PLC-beta3 inhibitors, primary screen, biochemical, fluorescence. 370,000 tested, 0.18% active. 1-phosphatidylinositol 4,5-bisphosphate phosphodiesterase beta-3 (Homo sapiens), Q01970. Purified PLC-beta3, fluorogenic substrate. inhibition, % at 12.2 µM; in the data active = inhibition above about 11%;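 note: 0% = median of compound wells on plate and 100% = full blocker control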
sPLA2-III inh: human group III sPLA2 inhibitors, primary screen, biochemical, QFRET, BODIPY PC-A2 liposome substrate; QFRET BODIPY PC-A2 liposome hydrolysis, fluorescence; AID 743126, 2013; 370,000 tested, 0.56% active; inhibition, % at 12.2 µM;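 active = inhibition above mean plus 3 SD of compounds lying within the high and low control bounds, cut at about 19% in these data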;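 note: 0% = median of test compound wells and 100% = no enzyme DMSO wells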
NR1D1 modulator: modulators of Rev-erb alpha DNA binding, primary screen, biochemical, FITC-DNA, fluorescence polarization, uHTS. 370,000 tested, 0.79% active. AID 1259318, 2017. activity, % at 10 µM. Rev-erbα–FITC-DNA binding, 90 min;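 active = activity above about 14%, limit read from the data; passing the limit was not always enough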;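 note: 0% = DMSO wells with 35 nM protein and 100% = DMSO wells with 750 nM protein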
Tn7 DDE FP: inhibitors of Tn7 peptide binding to fibrin DD(E), primary screen, biochemical, fluorescence polarization, human fibrin, Tn7 probe; Fibrinogen beta chain (Homo sapiens), P02675; FP displacement of FITC-Tn7 peptide from fibrin DD(E); 0% = median of compound wells per plate; inhibition, % at 8.3 µM; 370,000 tested, 0.13% active;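 active = inhibition above the mean of compounds falling within the control limits plus 3 SD of them, cut at about 14% in these data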;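 note: 0% = plate median of compound wells and 100% = 10 µM Aha-Tn7 peptide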
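Test system: human clot-derived fibrin DD(E) complex / Quantity: 2 µM final DD(E) protein / Incubation: 10 min plus 3 h, room temperature / Measured by: fluorescence polarization / Benchmarks: high control of 10 µM Aha-Tn7 peptide / Replicates: singlicate testing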
ARFGAP1 inhibitor: inhibitors of rat ARFGAP1 GAP activity, primary screen, biochemical, fluorescence polarization, GDP tracer. ADP-ribosylation factor GTPase-activating protein 1 (Rattus norvegicus), Q62848. AID 651572, 2012. Arfgap1-stimulated ARF1 GTP hydrolysis, GDP FP detection. inhibition, % at 16.5 µM. 360,000 tested, 0.26% active;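 active = inhibition above a per-plate limit, mean inhibition of low control wells plus 3 SD, cut at about 25% in these data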;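 note: 0% = DMSO wells with enzyme and 100% = wells lacking Arfgap1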
Target sequence (Q62848 1-136 limits assumed): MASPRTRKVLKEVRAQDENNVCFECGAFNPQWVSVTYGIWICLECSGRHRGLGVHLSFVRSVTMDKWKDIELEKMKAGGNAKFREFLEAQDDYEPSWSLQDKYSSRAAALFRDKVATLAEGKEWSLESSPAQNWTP
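system = rat Arfgap1 catalytic domain, aa 1-136 | technique = FP, GDP Alexa 633 tracer displaced from anti-GDP antibody, 620/688 nm | compound = one concentration, 16.5 µM, DMSO 1.26% | medium = HEPES-based buffer, pH 7.5 | timing = compound-enzyme preincubation 20 min, reaction 120 min, detection 60 min, 25 °C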
PLCg1 inh: PLC-gamma1 enzyme inhibitors, primary screen, biochemical, fluorescence, purified enzyme. 370,000 tested, 0.84% active. inhibition, % at 12.2 µM. 1-phosphatidylinositol 4,5-bisphosphate phosphodiesterase gamma-1 (Homo sapiens), P19174. fluorogenic substrate; in the data active = inhibition above about 9.5%
UHRF1 binding: UHRF1 methylated DNA binding inhibitors, primary screen, counter-screen for MBD2 inhibitor project, biochemical, TR-FRET, human UHRF1, single concentration | UHRF1 binding to methylated oligo | inhibition, % at 4.4 µM | 370,000 tested, 0.75% active; in the data active = inhibition above about 21%;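 note: UHRF1 SRA domain binding a hemimethylated CpG hairpin DNA probe; 0% = median of test compound wells and 100% = reference inhibitor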
proKLK7 act: proKLK7 zymogen activators, primary screen, biochemical, fluorescence intensity; Kallikrein-7 (Homo sapiens), P49862; purified proKLK7, EDANS-DABCYL substrate fluorescence; 100% is mature enzyme control, 0% vehicle; activation, % at 7 µM; 370,000 tested, 0.9% active; AID 652039, 2013;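 active = activation above the mean of all tested compounds plus 3 SD, computed per campaign excluding outliers beyond control limits, cut at about 13% in these data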
Target sequence (P49862 whole entry, looked up): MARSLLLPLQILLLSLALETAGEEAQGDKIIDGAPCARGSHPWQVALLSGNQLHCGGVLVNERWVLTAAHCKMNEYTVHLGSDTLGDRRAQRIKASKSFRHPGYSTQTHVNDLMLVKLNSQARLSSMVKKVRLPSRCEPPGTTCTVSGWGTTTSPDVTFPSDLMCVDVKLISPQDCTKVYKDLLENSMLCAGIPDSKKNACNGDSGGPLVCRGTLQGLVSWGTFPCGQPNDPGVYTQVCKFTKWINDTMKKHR
Tn6 DDE FP: inhibitors of Tn6 peptide binding to fibrin DD(E), primary screen, biochemical, fluorescence polarization, human fibrin, Tn6 probe. Fibrinogen beta chain (Homo sapiens), P02675. inhibition, % at 8.3 µM. 370,000 tested, 0.21% active. Fibrin DD(E) TRITC-Tn6 fluorescence polarization displacement;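 active = inhibition above a per-campaign cutoff: mean of compounds within control limits plus 3 SD, cut at about 15% in these data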;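 note: 0% = median of all compound wells on the plate and 100% = blocking peptide control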
An asterisk follows results filed as active; i = inactive; x = no result given; & = joins results of further samples.

molecule,ASAP1 inh,PLC-beta3 inh,sPLA2-III inh,NR1D1 modulator,Tn7 DDE FP,ARFGAP1 inhibitor,PLCg1 inh,UHRF1 binding,proKLK7 act,Tn6 DDE FP
COc1ccc(C2=NNC(c3cccnc3)=Nc3ccccc32)cc1,-2,2,-5,4,-3,-3,3,-1,-0.3,-11
O=C(c1ccc(Cl)c([N+](=O)[O-])c1)N(Cc1ccccc1)C1CCS(=O)(=O)C1 (configuration not stated),-11,1,-2,1,4,-3,-1,1,-0.1,0
Cc1cc(C(=O)O)ccc1NCc1cccnc1,5,-4,0,-3,-5,9,-5,1,-0.7,1
O=C(Nc1cccc(Br)c1)c1ccc(CSc2ccccc2)cc1,8,3,1,-2,2,2,1,-1,0.3,-4
CCc1noc(C)c1C(=O)N(CC)CC(=O)NCc1ccc(F)cc1,-4,2,0,-3,-4,3,0,0,0.0,-6
O=C1C2CCCCN2C(=O)N1CCCCN1CCN(c2cccc(C(F)(F)F)c2)CC1 (configuration not stated),9,-19,10,7,9,-1,-10,0,-0.5,-2
Cc1ccc(S(=O)(=O)N2CCOCC2)cc1NC(=O)C(c1ccc(Cl)cc1)C(C)C (configuration not stated),-4,-5,-3,3,10,15,-1,-1,-0.1,5
CC(=O)Nc1nonc1NC(=O)CSc1nc2ccccc2o1,-4,2,1,-2,4,5,-2,-1,0.4,-8
Cc1cccc(C(O)C(O)c2cccc(C)n2)n1 (configuration not stated),2,0,5,7,-8,-6,5,0,-0.3,5
CCC(c1nnnn1C(C)(C)C)N(Cc1ccco1)Cc1cc2cccc(C)c2[nH]c1=O (configuration not stated),10,-8,7,10,-3,-7,-7,1,0.6,-6
CCOc1ccc(OCc2cccc(C(=O)N3CCOCC3)c2)cc1,6,5,-1,0,2,-6,3,-2,0.0,1
COCCN(C(=O)c1ccc(-c2ccc(Cl)cc2)o1)c1c(N)n(CC(C)C)c(=O)[nH]c1=O,6,-19,8,-5,0,2,-9,1,-0.8,-3
COc1cc(/C=N/NC(=O)c2ccc(N3CCCC3=O)cc2)ccc1O,-4,-36,6,-5,4,4,-17,-5,0.2,9
CCC(=O)N(Cc1ccccc1)c1ccccn1,13,-3,0,-1,2,13,-2,-2,-0.6,-2
O=C(NCCCO)c1ccc2nc(-c3ccco3)c(-c3ccco3)nc2c1,5,-372,-6,0,3,4,-263,17,9.0,-4
Cc1cc(Br)cn2c(CC(C)(C)C)c(-c3cccc(Cl)c3)nc12,0,-4,16,4,6,-11,-2,9,-0.4,1
CC(C(=O)NC1CCCC1)N(C(=O)CS(=O)CC(=O)Nc1ccc(F)cc1)c1ccc2c(c1)OCCO2 (configuration not stated),14,-2,5,-1,4,8,4,0,0.3,-2
CCOc1cc(/C=C2\CCCc3c2nc2ccccc2c3C(=O)O)ccc1OC,-3,i,-138,14,64*,18,i,-7,5.2,-1
Cc1cnc([N+](=O)[O-])n1CCOC(=O)NC(=O)c1ccccc1Cl,-2,-1,1,9,-6,16,1,-1,-0.4,-6
O=C(CCN1C(=O)c2ccccc2C1=O)Nc1ccccn1,10,0,-1,3,4,-1,-1,0,0.5,8
Cc1ccc(S(=O)(=O)N2CCN=C2SCc2ccccc2)cc1,-22,1,-7,10,3,-4,2,0,-0.8,12
O=C(c1cn(CC(=O)N2CCCC2)c2ccccc12)C1CCCCC1,1,1,-1,0,5,13,-1,-1,-0.3,-13
CCc1nc2ccc(C(=O)Nc3cccc(OCC(=O)N(C)C)c3)cn2c1N(C=O)Cc1ccc(OC)cc1,-4,-3,8,-5,-7,8,0,2,0.6,4
Cc1ccc([C@H](C)NC(=O)C2=C(N)N(S(=O)(=O)c3ccc(C)cc3)C(C(=O)c3ccccc3)C2c2ccccc2Cl)cc1 (some centres not stated),x,2,-8,-2,0,x,0,-1,x,-2
Cc1cc(C)cc(OCC(=O)Nc2ccc3c(c2)C(=O)c2ccccc2C3=O)c1,-6,2,3,-2,5,4,-3,1,0.1,0
O=c1cc(-c2ccccc2)c2cc(Cl)ccc2[nH]1,-1,-3,-2,-2,7,0,-1,7,0.3,-4
Cc1nnc(SCC(=O)NNC(=O)COc2ccc(Cl)cc2)s1,-5,-2,-4,2,6,0,1,-1,-0.4,-2
COc1cccc(-n2nnnc2SCC(=O)N2CCCc3ccccc32)c1,-9,-1,-8,-2,5,-3,0,-1,-0.4,4
Cc1cc(=O)n2nc(N3CCCC3C(=O)NCc3ccccn3)sc2n1 (configuration not stated),0,0,1,1,5,-1,2,2,0.5,-5
CN(CC(O)CN1CCOCC1)S(=O)(=O)O (configuration not stated),3&-2,-6&-1,19&8,0&-1,-5&8,5&0,1&-1,6&1,-0.1&-0.2,-2&8

Whole records, looked up by structure. Order of values: ASAP1 inh | PLC-beta3 inh | sPLA2-III inh | NR1D1 modulator | Tn7 DDE FP | ARFGAP1 inhibitor | PLCg1 inh | UHRF1 binding | proKLK7 act | Tn6 DDE FP
Record of `CC(C(=O)NC1CCCC1)N(C(=O)CS(=O)CC(=O)Nc1ccc(F)cc1)c1ccc2c(c1)OCCO2` (configuration not stated) = 14 | -2 | 5 | -1 | 4 | 8 | 4 | 0 | 0.3 | -2
Record of `Cc1ccc([C@H](C)NC(=O)C2=C(N)N(S(=O)(=O)c3ccc(C)cc3)C(C(=O)c3ccccc3)C2c2ccccc2Cl)cc1` (some centres not stated) = x | 2 | -8 | -2 | 0 | x | 0 | -1 | x | -2
Record of `Cc1cc(C)cc(OCC(=O)Nc2ccc3c(c2)C(=O)c2ccccc2C3=O)c1` = -6 | 2 | 3 | -2 | 5 | 4 | -3 | 1 | 0.1 | 0

The listing continues:
molecule,ASAP1 inh,PLC-beta3 inh,sPLA2-III inh,NR1D1 modulator,Tn7 DDE FP,ARFGAP1 inhibitor,PLCg1 inh,UHRF1 binding,proKLK7 act,Tn6 DDE FP
O=C1CCCC/C=C\C[C@H](CC(=O)N(CCO)Cc2ccccc2)C(=O)NC[C@H](c2ccccc2)O1,0,5,-8,-4,-7,5,9,9,0.1,-7
O=C(NCc1ccccc1F)C1CCCN1C(=O)Nc1cccc(F)c1 (configuration not stated),-5,-1,1,4,-8,-7,0,1,-0.3,-2
Cc1nnc(SCC2=C(C(=O)O)N3C(=O)C(NC(=O)COc4ccccc4)C3SC2)s1 (configuration not stated),4,-3,14,1,4,0,3,4,-0.2,2
COc1ccc(CC(=O)NNS(=O)(=O)c2ccccc2[N+](=O)[O-])cc1OC,-9,-6,10,-1,3,5,1,3,-0.4,-11
c1ccc(-c2noc(CN3CCN(c4ccccc4)CC3)n2)cc1,-5,-2,-1,10,-3,5,0,0,0.6,6
CC(O)(c1cccnc1)c1nc(-c2ccoc2)cs1 (configuration not stated),-4,-7,-3,7,-1,4,1,0,-0.2,0
Cc1ccc(C(C[N+](=O)[O-])c2c(-c3ccccc3O)[nH][nH]c2=O)cc1 (configuration not stated),-9,-79,-18,-4,6,6,-77,-6,0.9,4
O=C(O)c1cccc(CSc2nnc(Cc3ccccc3)o2)c1,8,4,-1,-2,-5,15,3,3,-0.2,-7
CCCOC(=O)c1[nH]c2c(c1C)C(=O)CC(c1cccs1)C2 (configuration not stated),5,4,1,-5,-3,4,-1,1,-0.7,3
CCOC(=O)c1c(CN(C)C)n(-c2ccccc2)c2cc(Br)c(O)cc12,-11,-51,-46,-1,1,12,-44,0,-2.3,-2
CC(=O)c1ccc(NC(=S)NNC(=O)c2ccccc2[N+](=O)[O-])cc1,8,-1,9,-1,-2,6,4,0,-0.5,-5
O=c1oc2c3c(nn2c2ccccc12)CCCC3,-3,-4,-3,5,2,10,-5,-1,1.4,1
Cc1ccc(/C=N/NC(=O)CCCOc2ccc(Cl)cc2Cl)cc1[N+](=O)[O-],50*,-2,4,-12,2,22,1,-1,-0.1,-7
O=C1NC(=NCc2ccccc2)NC1(c1ccccc1)c1ccccc1,3,-3,9,-6,8,-1,-1,1,8.7,-2
CC(C)n1c(SCC(=O)Nc2ccccc2)nc2c1c(=O)[nH]c(=O)n2C,2,-8,-4,-4,1,1,3,5,0.9,2
COc1cccc(-c2csc(N3CCN(CC(=O)NNC(=O)c4ccc(Cl)cc4)CC3)n2)c1,19,5,-8,-2,-2,4,5,0,0.2,0
COCCNC(=O)CC(=O)N/N=C/c1cccc(C(=O)OC)c1,-3,-3,-5,6,-3,3,-1,-2,-0.5,4
CCOc1ccc(N2C(=O)c3ccccc3C2=O)cc1,7,0,5,-1,-2,-1,0,1,-0.2,4
S=c1[nH]nc(C2CC2c2ccc(Cl)cc2)n1-c1ccc(Cl)cc1 (configuration not stated),-7,-4,9,-1,3,-10,-1,-3,-0.5,-3
Cc1cccc2nc3ccccc3cc12,9,-428,2,3,-7,-2,-330,-3,-25,-8
